From PubChem
Kir21 inh: Kir2.1 (mouse) channel inhibition; HEK293-Kir2.1, FluxOR thallium flux fluorescence; hits give low values; B-score at 10 µM; hit rate 0.85% among 310,000;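 active = fluorescence ratio B-score at or below minus 3 SD of library scores, with starting-brightness B-score within 2 SD, cut at about -4.2 in these data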;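 also: channel flux triggered by added potassium and thallium sulfate stimulus; B-score of peak minus minimum fluorescence over baseline after thallium stimulus; more negative B-score means stronger Kir2.1 block with less thallium influx; some compounds called inactive have numbers as strong as hits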
Target sequence (P35561 whole entry, looked up): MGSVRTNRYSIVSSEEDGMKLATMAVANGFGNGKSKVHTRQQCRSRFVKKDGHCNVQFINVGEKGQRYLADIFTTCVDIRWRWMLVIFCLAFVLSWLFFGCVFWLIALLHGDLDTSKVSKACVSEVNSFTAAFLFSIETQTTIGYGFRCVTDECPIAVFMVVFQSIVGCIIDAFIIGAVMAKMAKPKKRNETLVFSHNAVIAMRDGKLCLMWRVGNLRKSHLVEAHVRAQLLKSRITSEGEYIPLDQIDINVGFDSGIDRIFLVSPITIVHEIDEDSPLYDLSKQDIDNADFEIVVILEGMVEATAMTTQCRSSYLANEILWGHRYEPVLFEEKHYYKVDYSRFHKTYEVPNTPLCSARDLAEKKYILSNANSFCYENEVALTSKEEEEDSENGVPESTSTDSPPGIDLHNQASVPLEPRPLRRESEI
KCNQ2 inh: KCNQ2 channel blockers in CHO-K1 cells – cell-based, FluxOR thallium flux, B-score, primary screen (AID 2156). O88943. 20 min; hits give low values. B-score at 10 µM. hit rate 1.1% among 310,000;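 active = fluorescence ratio B-score at most minus 3 library SDs, with starting brightness B-score within 2 library SDs, cut at about -5.5 in these data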
Active calls of the source: *; i = inactive. This is a random part of the collection. About 1.8% of those tested had a hit in this group.

Kir21 inh | KCNQ2 inh | Compound
-0.08 | i | O=S(=O)(NCCC1CC1(Cl)Cl)c1ccccc1 (stereo unspecified)
3.07 | i | Cc1onc(C(=O)NC(C)c2ccccc2)c1[N+](=O)[O-] (stereo unspecified)
-0.06 | i | CC(C)(C)NC(=O)CN(C(=O)C(=O)Nc1ccc2c(c1)OCCO2)C1CCCC1
1.27 | -6.02* | Cc1cc(C)c2nc(N(CCN(C)C)C(=O)c3ccc4ccccc4c3)sc2c1
-0.59 | i | CCN1CCN(c2ccc(S(=O)(=O)N3CCOCC3)cc2NC(=O)c2ccc(C(F)(F)F)cc2)CC1
0.51 | i | c1cc(C2CCN(Cc3nc(-c4ccc5c(c4)OCO5)no3)CC2)ccn1
0.04 | i | CC(NS(C)(=O)=O)C(c1cccs1)N1CCN(c2ccccc2)CC1 (stereo unspecified)
0.26 | i | O=C1CSC(c2ccccc2)N1c1ccccc1F (stereo unspecified)
-0.23 | i | Cc1nc(NCCN)c(C#N)c2c1COC(C)(C)C2
0.94 | i | COc1cc(/C=C2/C(=O)NN(c3ccc(C)c(Cl)c3)C2=O)cc([N+](=O)[O-])c1O
-5.11* | i | NS(=O)(=O)c1ccc(CCNC(=O)COC(=O)CC(c2ccccc2)c2ccccc2)cc1
1.2 | i | Cc1ccc(NC(=S)NNc2ncc(C(F)(F)F)cc2Cl)cc1
-0.25 | i | CCCCCC(=O)N=Nc1c(O)[nH]c2ccc([N+](=O)[O-])cc12
0.78 | i | O=C(O)CCCCCNC(=O)c1ccc(Br)cc1
-0.13 | i | CCN(CC)C(=O)c1[nH]cnc1C(=O)N[C@@H](Cc1ccccc1)C(=O)OC(C)(C)C
1.36 | i | COc1cccc(-c2nc(OC(C)C)c3ccccc3n2)c1
1.54 | i | COC(=O)c1ccc(NC(=O)c2cccnc2)cc1
2.1 | i | O=C(Nc1ccccc1)C1CCCCN1S(=O)(=O)c1ccccc1 (stereo unspecified)
0.02 | i | Cc1cccc(OCC(=O)N2CCC(c3ccccc3)C2)c1 (stereo unspecified)
1.38 | i | COc1cc(OC)cc(-c2nc3nc(C)c(CCC(=O)NCC(OC)OC)c(C)n3n2)c1

2 entries from above, reformatted:
SMILES: CC(NS(C)(=O)=O)C(c1cccs1)N1CCN(c2ccccc2)CC1 (stereo unspecified)
  Kir21 inh: 0.04
  KCNQ2 inh: i
SMILES: Cc1cc(C)c2nc(N(CCN(C)C)C(=O)c3ccc4ccccc4c3)sc2c1
  Kir21 inh: 1.27
  KCNQ2 inh: -6.02*

Grouped by structure, the entries above containing an NH in an aromatic ring (two)
Kir21 inh | KCNQ2 inh | Compound
-0.25 | i | CCCCCC(=O)N=Nc1c(O)[nH]c2ccc([N+](=O)[O-])cc12
-0.13 | i | CCN(CC)C(=O)c1[nH]cnc1C(=O)N[C@@H](Cc1ccccc1)C(=O)OC(C)(C)C

(more compounds)
Kir21 inh | KCNQ2 inh | Compound
0.1 | i | Cc1ccc(CNC(=O)COC(=O)CCCOc2ccc(Cl)cc2Cl)cc1
-2.46 | i | Cc1cc(NC(=O)CSc2nc3ccccc3cc2C#N)no1
0.34 | i | CC(=O)Nc1cccc(C(=O)Nc2nc(C)cs2)c1
-1.1 | i | O=C1CCC(=O)N1c1ccc(CSc2nc3ccccc3[nH]2)cc1
-1.03 | i | O=C(Cn1cc([N+](=O)[O-])cn1)Nc1ccccn1
0.88 | i | c1ccc(CN2CCCC3(CCCN(Cc4nc(CC5CC5)no4)C3)C2)cc1 (stereo unspecified)
-0.53 | i | COc1ccc(C)cc1NC(=O)Nc1ccc(Br)cn1
-0.17 | i | CC1C(=O)C(C)C(c2cccc(Br)c2)NC1c1cccc(Br)c1 (stereo unspecified)
-0.39 | i | O=C(O)c1ccccc1Nc1ccccc1C(=O)O
0.87 | i | CC(=O)Nc1ccc(OCCOc2ccc(NC(C)=O)cc2)cc1
-0.03 | i | O=C(O)c1cccc(S(=O)(=O)N(Cc2ccccc2)c2ccccc2Cl)c1
-1.31 | i | Cc1ccc(Nc2cc(C)nc(N3CCOCC3)n2)cc1
1.36 | i | O=C(OCC(=O)N1c2ccccc2Sc2ccccc21)c1cccnc1
0.45 | i | CCN(CC)C(=O)Cn1nc(-c2ccncc2)nc1SCC(=O)Nc1ccc(OC)cc1
-2.91 | -6.05* | Cc1ccc(S(=O)(=O)N(CC(=O)Nc2ccccc2-c2ccccc2)c2ccc(C)cc2C)cc1
0.74 | i | Cn1ccc(CC(=O)N2CCC(N3CCC(C(=O)N4CCCC4)CC3)CC2)c1
-0.14 | i | O=C(CN1C(=O)C2CC=CCC2C1=O)Nc1nnc(SCc2c(Cl)cccc2Cl)s1 (stereo unspecified)
1.34 | i | COc1ccccc1CNS(=O)(=O)N(C)C
0.52 | i | COCCN(C)C(=O)CCc1nnc(Cc2ccc(-c3ccccc3)cc2)o1
-0.89 | i | Cc1cc(N2CCOCC2)ccc1/C=C1/SC(=O)NC1=O

7 entries already listed, arranged by the number in Kir21 inh, highest first.
Kir21 inh | KCNQ2 inh | Compound
1.54 | i | COC(=O)c1ccc(NC(=O)c2cccnc2)cc1
1.2 | i | Cc1ccc(NC(=S)NNc2ncc(C(F)(F)F)cc2Cl)cc1
0.88 | i | c1ccc(CN2CCCC3(CCCN(Cc4nc(CC5CC5)no4)C3)C2)cc1 (stereo unspecified)
0.78 | i | O=C(O)CCCCCNC(=O)c1ccc(Br)cc1
0.1 | i | Cc1ccc(CNC(=O)COC(=O)CCCOc2ccc(Cl)cc2Cl)cc1
-0.14 | i | O=C(CN1C(=O)C2CC=CCC2C1=O)Nc1nnc(SCc2c(Cl)cccc2Cl)s1 (stereo unspecified)
-0.17 | i | CC1C(=O)C(C)C(c2cccc(Br)c2)NC1c1cccc(Br)c1 (stereo unspecified)

Continuation.
Kir21 inh | KCNQ2 inh | Compound
1.71 | i | COc1ccc(NC(=O)CCC(=O)Nc2cc(OC)c(NC(=O)c3cccs3)cc2OC)cc1
0.17 | i | CCN(Cc1ccc(OC)c(F)c1)C(=O)CCl
-0.46 | i | O=C(Nc1cc(C(F)(F)F)ccc1Cl)c1cccc(N2C(=O)CCC2=O)c1
0.14 | i | CC(C)CC(=O)N1CCN(C(=O)CCC2CCCC2)CC1
-0.46 | i | Cn1c(N)c(C(=O)COC(=O)c2ccc3c(c2)C(=O)N(c2ccc(Cl)cc2)C3=O)c(=O)n(C)c1=O
-0.47 | i | CCCn1c2ccc(F)cc2c2nnc(NN)nc21
-2.04 | i | CCN=c1sc(C(=O)Nc2ccccc2)c(C)n1CC
0.38 | i | Cc1onc(-c2ccccc2)c1C(=O)OCC(=O)Nc1cc(S(=O)(=O)N2CCOCC2)ccc1Cl
-0.22 | i | CC1Cc2ccccc2N1C(=O)c1ccc(N2CCCC2)c([N+](=O)[O-])c1 (stereo unspecified)
1.79 | i | CC(C)(C)NC(=O)c1cccc(NC(=O)Cc2cccs2)c1
1.58 | i | CC1CC(C)CN(c2oc(-c3ccccc3F)nc2C#N)C1 (stereo unspecified)
0 | i | CCC(C)c1ccc(NC(=O)NCCN2CCCCC2)cc1 (stereo unspecified)
1.53 | i | CC(Sc1ncc(C(F)(F)F)cc1Cl)C(=O)NC(N)=O (stereo unspecified)
-0.51 | i | CCOC(=O)c1ccc(-c2c(-c3cc(OC)c(OC)c(OC)c3)noc2C)cc1F
-0.02 | i | O=C1CN(C(=O)c2ccccc2F)C(c2ccccc2)c2cc(F)ccc2N1 (stereo unspecified)
0.21 | i | CCC1(C)Cc2c(sc3nc4n(c(=O)c23)CCS4)CO1 (stereo unspecified)
0.09 | i | O=C(NC1CC1)C1Nc2ccc(OC(F)(F)F)cc2C2C=CCC12 (stereo unspecified)
-2.01 | i | COc1ccc(N2CCN(C(=O)CN(C)S(=O)(=O)c3cc(C)ccc3OC)CC2)cc1
-0.48 | i | Cc1nc2ccccn2c1C(=O)N/N=C/c1ccccc1Cl
0.26 | i | CCOC(=O)N1CCC(n2c(=S)[nH]c3ccccc3c2=O)CC1
-0.69 | i | COCCn1c(SCC(=O)Nc2ccccc2F)nnc1-c1ccoc1C
-1.91 | i | COc1cc(NC(=O)CN2CCC(C(N)=O)(N3CCCCC3)CC2)c(OC)cc1Cl
1.55 | i | CC1=C(C(=O)OC(C)C)C(c2c(O)ccc3ccccc23)NC(=O)N1 (stereo unspecified)
0.47 | i | Cc1cc(/C=N/NC(=O)c2ccc(O)cc2)c(C)n1C1CC1
1.79 | i | Cc1cc(C)c(S(=O)(=O)NCC(=O)O)cc1C
-0.67 | i | COc1ccc2c(-c3ccccc3)cc(SCC(=O)NC(N)=O)nc2c1
-0.14 | i | CCC(CC)NC(=O)Cc1ccc(S(=O)(=O)N2CCOCC2)s1
1.36 | i | COc1cccc(/C=N/Nc2nc3ccccc3[nH]2)c1O
-0.01 | i | O=[N+]([O-])c1ccc(CP(=O)(c2ccccc2)c2ccccc2)cc1
-0.05 | i | C=CCn1c(SCC(=O)Nc2cccc(S(=O)(=O)N(C)c3ccccc3)c2)nnc1C1CC1
0.74 | i | CCc1ccc(NC(=S)N2CCC(NC(=O)c3ccccc3)CC2)cc1
1.31 | i | O=C1c2cccnc2C(Nc2ccc(F)c(Cl)c2)N1Cc1cccs1 (stereo unspecified)
-0.41 | i | CCC(=O)Nc1ccc(S(=O)(=O)Nc2cccc(C)c2)cc1OC
-3.14 | i | COc1ccccc1CNS(=O)(=O)c1ccc2c(c1)NC(=O)CS2
-0.14 | i | COc1ccc(NC(=O)CSc2nc3ccccc3c(=O)n2CCNC(C)=O)cc1
2.04 | i | Cc1ccc(NC(=O)CCC(=O)NNC(=S)Nc2ccc(F)cc2)c(C)c1
-0.65 | i | Cc1ccc(NC(=O)CO/N=C(\N)c2nonc2N)cc1
1.33 | i | COc1cc(CN2CCCC(N3CCN(c4ccccc4C)CC3)C2)cc(Cl)c1O (stereo unspecified)
-0.13 | i | CCn1c(CNC(=O)COc2ccc(C(C)C)cc2)nnc1SCC(=O)Nc1ccccc1C(C)C
-0.21 | i | COc1cc(C(=O)Nc2nnc(-c3sccc3C)s2)cc(OC)c1OC
-0.2 | i | C#CCSc1nnc(-c2sc(-c3ccccc3)nc2C)n1C
-0.88 | i | C=CCc1c(C)nc2c(OC)cccc2c1Cl
0.36 | i | CCN1/C(=C2\C(=O)N(c3ccccc3)N=C2C)C=Cc2cc(C)ccc21
-0.01 | i | CCOC(=O)c1sc(NC(=O)C(CC)OC(=O)c2ccco2)nc1C (stereo unspecified)
-0.37 | i | COc1ccc(CCNC(=O)c2ccccc2-c2ccccc2C(=O)O)cc1OC
2.83 | i | O=C(Oc1ccc2c(-c3ccccc3)cc(=O)oc2c1)C1CCCCC1
0 | i | CCc1ccc2cccc3c2c1N=CN3C
1.67 | i | C/C(=N/NS(=O)(=O)c1ccc(C)cc1)c1c[nH]c2ccccc12
-0.94 | i | O=C(CNC(=O)N1CC(=O)Nc2ccccc21)NCc1ccc(Cl)cc1
0.79 | i | CCc1cc2c(=O)c(-n3cnc4ccccc43)coc2cc1O
1.12 | i | Clc1ccccc1-c1ccc(/C=N/n2cnnc2)o1
1.68 | i | COc1ccc(OCC(O)CN2CC(C)OC(C)C2)cc1 (stereo unspecified)
1.16 | i | Cc1ccc(-n2c(-c3ccco3)nc3nc4ccccc4nc32)cc1F
-0.33 | -6.25* | O=C(C1=C[C@@H](c2csc3ccccc23)C[C@@H](OCc2ccc(CO)cc2)O1)N1CCN(Cc2ccccc2)CC1
-0.77 | i | CCn1c(SCC(=O)N/N=C/C(C)=C\c2ccco2)nnc1-c1ccccc1
-0.35 | i | CCCCN(CCCC)CC1OCc2ccccc2CO1
-1.18 | i | NC(=S)N/N=C/c1coc2cc(Br)ccc2c1=O
1.2 | i | Cc1ccc(-c2cnn(-c3cccc([N+](=O)[O-])c3)c2N)cc1
0.01 | i | O=C(Nc1ccc(Cl)cc1)c1ccc(OC2CSC2)cc1
0.32 | i | N#Cc1cccc(-c2cn(S(=O)(=O)c3ccc(Cl)cc3)nc2N)c1

More entries
Kir21 inh | KCNQ2 inh | Compound
1.27 | i | O=C(N/N=C/c1ccc[nH]1)c1sc2ccccc2c1Cl
0.67 | i | COc1cc(/C=N/Nc2ccc([N+](=O)[O-])cn2)cc(OC)c1O
0.01 | i | COCCNC(=O)COc1cccc(Oc2ccccc2)c1
0.08 | i | O=C1NC2(Nc3ccccc31)C(=O)Nc1ccccc12 (stereo unspecified)
1.27 | i | Cc1ccccc1CN(C)C1CCN(C)CC1
-0.2 | i | O=C(COC(=O)c1cccc(C(F)(F)F)c1)NCc1ccccc1
-4.25* | i | CN(Cc1ccccc1)C(=O)C1CCCN(Cc2ccc(Cl)cc2)C1 (stereo unspecified)
-2.21 | i | CCOC(=O)C[C@H]1c2cc(F)ccc2S(=O)(=O)N1C(C)(C)C
0.77 | i | COc1cc(C(=O)N2C(=O)CCC2=O)cc(OC)c1OC
0.6 | i | N=c1c2c(n(Cc3ccccc3)c3c1CCC3)CCC2
-0.85 | i | COCCCn1c(=O)c2sccc2n(Cc2ccccc2C)c1=O
-1.48 | i | CCOc1ccccc1N1CCN(C(=O)Nc2ccc(Cl)c(Cl)c2)CC1
-0.34 | i | CC(=O)c1ccc(NC(=O)c2cccc(N3C(=O)c4ccccc4C3=O)c2)cc1
0.11 | i | O=C(CCS(=O)(=O)c1cc2c(cc1Cl)NC(=O)CO2)NCc1ccccc1
-1.52 | i | CN(C)CCn1c(=O)n(-c2cccc(Cl)c2)c(=O)c2c3c(sc21)CCCCC3
-0.3 | i | CCN(CC)S(=O)(=O)c1ccc(N2CCOCC2)c(NS(=O)(=O)c2ccc(C(C)C)cc2)c1
0.61 | i | O=c1cc(/N=C/c2coc3c(ccc4ccccc43)c2=O)[nH]c(=S)[nH]1
-1.41 | i | C=C(C)CC(NCCc1ccccc1)c1ccco1 (stereo unspecified)
0.42 | i | CC(=O)Nc1ccccc1-c1nnc(SCc2ccccc2Cl)[nH]c1=O
0.48 | i | O=P(CCNCc1ccco1)(c1ccccc1)c1ccccc1
